# Source: PubChem (National Center for Advancing Translational Sciences (NCATS))
# Coupling enz: coupling enzyme interference in Giardia aldolase counter-screen | coupling enzyme system counterscreen, AmpLite Red fluorescence | activity change, negative = inhibition, % at 58.2 µM, hits read low | 290,000 compounds, 0.67% hits; in the data active means activity change below about -30%; further: on the % scale 0 is the no-effect control and ±100 the full control effect
#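 Coupling enzymes only (glyceraldehyde-3-phosphate) + compound, at 57.5 uM final, 10 min RT; add substrate/coupling/AmpLite Red mix, 20 min RT; fluorescence ex 525/em 598 nm. Actives flag coupling-system interference.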
# TSHR antagonist: blocks TSH signaling through the human TSH receptor; P16473; TSHR-expressing cells, TSH-stimulated cAMP HTRF, 2 h; active compounds read low; activity change, negative = inhibition, % at 11.5 µM; 330,000 compounds, 0.2% hits;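 active means activity change below a set negative limit, meaning inhibition stronger than a set level, cut at about -70% in these data; inconclusive means activity change between two set negative limits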; further: on the % scale 0 is the no-effect control and ±100 the full control effect
#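 TSHR-expressing cells were treated with compounds, then stimulated with TSH at EC80 (4nM final) for 2 hours at 37 deg C. Cellular cAMP was measured by HTRF competition between lysate cAMP and cAMP-d2 for a cryptate-labelled anti-cAMP antibody.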
# TCR activator: activators of T cell receptors. 330,000 tested, under 10 active. Potency, µM (highest dose often 9.22 µM), inactives show at the top dose activation of IL-2 secretion, most hits filed as activators. primary human leukocytes, anti-CD3, IL-2 HTRF, 48 h; further: % of control where 0% means no effect
#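 Readout: HTRF IL-2, Eu-cryptate/d2 antibody pair, 320nm excitation, 665nm emission. Stimulus: a-CD3 beads, no co-stimulation. Cells: primary human leukocytes. Exposure: 48 hr with compound.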
# Chronic BCR inh: blocks chronic active B-cell receptor signaling. 340,000 compounds, 0.05% hits. Potency, µM (top dose mostly 46.1 µM), for inactives: top-dose ratio change, negative = lower green/red ratio, most hits filed as inhibitors. ABC-DLBCL IkBa-CBG/CBR reporter, luminescence ratio, 4 h. AID 493014; active means well fitted inhibition curve with a large enough effect in the signal ratio, with a control signal flat, not every such curve was filed as active; inconclusive means small, poorly fitted or top-dose-only effect, or effect the other way, or a change in a side signal; the % refers to the signal ratio;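 further: potency means the concentration at half of the fitted maximal effect; plate controls were basal doxycycline-induced cells for no effect and cells given 10 µM MG132 for full effect; MG132 reads +100%, hits lower the ratio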
#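 TMD8 ABC-DLBCL cells carrying doxycycline-inducible green luciferase fused to IkappaBalpha plus unfused red luciferase were exposed to compounds (up to 46 uM) for 4 hrs at 37C. Activity came from the overlap-corrected green/red luminescence ratio.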
# Tb PFK block: inhibitors of T. brucei phosphofructokinase. T. brucei PFK, ADP-Glo luminescence. Potency, µM (series often up to 57.5 µM), inactives show at the top dose activity, negative = inhibition, usual class: inhibitors. 330,000 compounds, 0.17% hits;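 further: potency means the concentration at half of the fitted maximal effect; 0% = uninhibited 1x PFK enzyme wells and -100% = no-enzyme wells; nearly all actives have a fitted effect of over 60% in size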
#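 1.25 nM PFK with 0.5 mM F6P and 0.1 mM ATP in 0.1 M TEA pH 8.0, 5 mM MgCl2, incubated 45 min at room temperature; ADP measured by ADP-Glo luminescence; compounds titrated up to 57 uM.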
# AT treatment: potential ataxia-telangiectasia treatment. […] A-T fibroblasts, KAP-1 phosphorylation AlphaLISA; neocarzinostatin DNA damage 30 min before lysis. Potency, µM (top dose mostly 57.5 µM), without a hit: at the highest dose activation, hits mostly activators. 320,000 compounds, 0.19% hits. AID 485349; further: potency means the concentration at half of the fitted maximal effect; % of control where 0% means no effect; nearly all actives have a fitted effect of over 45% in size
#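 hTERT-immortalized A-T patient fibroblasts ([…]), 500 cells/well in OPTI-MEM, 1% FBS, got compounds for 60 min, then NCS for 30 min at 37C. Lysates were then assayed for phospho-KAP-1 by AlphaLISA (anti-pKAP1 donor, anti-KAP1 acceptor beads), 6 hr at 25C.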
# Giardia kill: Giardia lamblia killing; Giardia lamblia trophozoite viability; AID 540267; 340,000 compounds, 0.15% hits; activity change, % at 7.66 µM, hits read low; in the data active means activity change below about -80%; inconclusive means between about -30% and that limit;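 further: parasites exposed to compound for two days anaerobically before the ATP read; on the % scale 0 is the no-effect control and ±100 the full control effect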
#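 Luminescent ATP signal served as the viability read-out, measured 15-30 min after adding ATP detection reagent to trophozoites that had been incubated with compounds for 48 hrs at 37 deg C anaerobically at 100 cells/well.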
# hERG WT inh: KCNH2 (human, wildtype) channel inhibition | Q12809 | U2OS, BacMam KCNH2, thallium flux FluxOr; active compounds read low | activity change, % at 1.84 µM | 340,000 compounds, 0.37% hits | AID 720551;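 active means maximum activity change below -70%; inconclusive means maximum activity change between -70% and -50%; inactive means maximum activity change above -50%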; further: on the % scale 0 is the no-effect control and ±100 the full control effect
#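 U2OS cells transduced with wild-type KCNH2 virus are loaded with FluxOr dye for 45 min, and thallium flux is measured in kinetic reads before and after stimulation buffer. Rate constants are normalized to DMSO controls.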
# GALK inhibitor: blocks human galactokinase activity. 270,000 compounds, 0.007% hits. P51570. Purified GALK, Kinase-Glo residual ATP luminescence. Potency, µM (top dose mostly 57.5 µM), for the others: at the highest dose activity change, negative = inhibition, actives largely listed as inhibitors. AID 1868; further: potency means the concentration at half of the fitted maximal effect; on the % scale 0 is the no-effect control and ±100 the full control effect
#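 Galactose (100 uM) and ATP (35 uM) were turned over by 5 nM GALK for 1 h at RT. Kinase-Glo Plus then converted the remaining ATP into a luminescent signal.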
# MLL CXXC-DNA inh: MLL CXXC-DNA interaction inhibition. Potency, µM (series often up to 115 µM), inactives show at the highest dose activity change, negative = inhibition, most hits filed as inhibitors. MLL-CXXC / FITC-HOXA9 DNA fluorescence polarization. 290,000 compounds, 0.037% hits. Q03164; active means well fitted inhibition curve with a large enough effect in the polarisation, with a control signal flat, not every such curve was filed as active; inconclusive means small, poorly fitted or top-dose-only effect, or effect the other way, or a change in a side signal; inactive means no such curve, though single readings can be large or run the other way; the % refers to the polarisation; further: potency means the concentration at half of the fitted maximal effect
#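 Fluorescence polarization: 7 uM MLL-CXXC (stock) preincubated 5 min with compounds, then 50 nM fluorescein-HOX-A9 DNA (stock) added; 30 min ambient. Buffer 50 mM Tris-HCl pH 7.5, 50 mM NaCl, 1 mM DTT, 0.05% BSA.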
# The depositor's hits bear a star; ? = inconclusive; . = no result given; [ ] = another dose, or the depositor's remark. Unless noted, the call rests on the fitted dose curve; in most records, active means well fitted curve in the direction sought with a large enough effect; inconclusive means small, poorly fitted or top-dose-only effect, or another doubt; inactive means no such curve, though single readings can be large; an effect the other way counts as inactive or inconclusive.
# Each structure is followed by: hERG WT inh, Coupling enz, TSHR antagonist, AT treatment, MLL CXXC-DNA inh, Tb PFK block, TCR activator, Chronic BCR inh, Giardia kill, GALK inhibitor
O=C(c1cc2cc(Cl)ccc2[nH]1)N1CCCCC1
  -9, 0, 4, 3%, -4%, -1%, ., -4%, 22, 2%
C=CCN1C(=O)C(Cc2ccc(OC)cc2)S/C1=N/N=C/c1ccco1 (stereo not drawn)
  3, -2, -50, -18%, 5%, 3%, 9%, ?, -15, 1%
CCOC(=O)c1cnn2c(C)cc(-c3ccc(F)cc3)nc12
  5, 3, -1, 0%, -3%, 3%, -1%, ?, -21, 19%
COc1ccc(C(C#N)Nc2ccccc2)cc1 (stereo not drawn)
  ., 3, 4, 9%, 3%, 3%, ., 0%, ., 1%
CN(CC(=O)NC1CC1)S(=O)(=O)c1ccc(F)cc1
  -11, 3, -10, -2%, 10%, 3%, 4%, 0%, -25, 0%
O=C(CCC(=O)c1cccs1)NCc1ccccc1
  -27, -3, 34, 1%, 0%, -7%, -2%[46.1 µM], -23%, -21, -2%
Cc1cccc(N(C(=O)C(F)(F)F)C(C(=O)NC2CCCCC2)c2cccs2)c1 (stereo not drawn)
  -7, 3, -30, -2%, -4%, 0%, 4%, ?, -14, -2%
O=C(O)c1c(C(=O)N2N=C3/C(=C/c4ccccc4)CCCC3C2c2ccccc2)cccc1[N+](=O)[O-] (stereo not drawn)
  -2, -4, 3, 6%, -11%, -3%, 2%, ?, 2, -1%
O=C(NCc1ccccc1Cl)c1cccc(NC2=NC3CS(=O)(=O)CC3S2)c1 (stereo not drawn)
  -4, 2, 16, -12%, ., -1%, 6%, 1%, -21, .
Cc1ccc(SCc2cc(=O)[nH]c(N3CCOCC3)n2)cc1
  0, 1, -4, 3%, 3%, -7%, 4%, 3%, 5, 0%
CC(=O)N(C)c1ccc(OCC(O)CN(c2ccccc2C)S(=O)(=O)c2ccc(C)cc2)cc1 (stereo not drawn)
  9, ., -8, 10%, -8%, 2%, 7%, -5%, 2, -6%
CCCNS(=O)(=O)c1ccc(OCC(=O)N2CCC(C(=O)OCC)CC2)cc1
  1, 2, 1, 0%, 3%, 10%, -5%, -1%, -7, -1%
Cc1cnc(C(=O)OCC(=O)Nc2ccc(Cl)cn2)cn1
  -4, ., 13, -16%, ., -12%, -11%, ?, 5, .
CCN(CC)Cc1cc(NC2=NS(=O)(=O)c3ccccc32)ccc1OC(=O)C(C)C
  1, 0, -2, -4%, 37%[activator], 1%, 6%, 13%, -14, 1%
COc1cc(S(=O)(=O)N2CCN(C(=O)c3ccco3)CC2)ccc1Cl
  1, 5, -8, 2%, -1%, 3%, 6%, 0%, 8, -3%
Cc1cc(-c2ccccc2N)n[nH]1
  12, 1, -2, 5%, 2%, -2%, 5%, -7%, -16, 0%
Cc1c(NC2(C#N)CCCC2)c(=O)n(-c2ccccc2)n1C
  0, -2, 7, -5%, 0%, -1%, 6%, 6%, ?, 0%
COC(=O)c1cnc(SCc2ccc(Cl)cc2)n1C
  -3, -2, 15, 1%, 4%, 5%, -1%, 3%, 27, 1%
COc1ccc(C(C(=O)Nc2ccc(C(C)C)cc2)N(C)C(=O)CNC(C)=O)cc1 (stereo not drawn)
  3, 0, 20, 13%, -6%, 1%, -8%, 1%, -9, 1%
O=C(CCN1C(=O)c2ccccc2C1=O)Nc1cccnc1
  -9, 0, -3, -3%, -1%, 1%, 8%[46.1 µM], 12%, 3, -2%
O=C(O)C(Cc1c[nH]c2ccccc12)NS(=O)(=O)c1ccccc1 (stereo not drawn)
  -10, 0, -7, -3%, 9%, 4%, -3%[46.1 µM], 1%, -15, 4%
COc1ccc(Nc2nc(NN)nc(Nc3ccc(OC)cc3)n2)cc1
  -9, -6, -14, -7%, ?, 3%, ., -8%, 1, 2%
O=C(/C=C/c1ccc(-c2ccccc2[N+](=O)[O-])o1)c1ccc(Br)cc1
  0, -14, -13, -15%, 17%, -4%, -1%, ?, 26, 0%
COc1cccc(-n2c(=O)[nH]cc(C(=O)Nc3ccc(NC(C)=O)cc3)c2=O)c1
  2, 0, 8, -1%, 0%, 0%, -1%, -9%, -7, 0%
O=C(OCC#CCSc1nc2ccccc2s1)c1ccco1
  31, -1, 5, 1%, -5%, 3%, ., -1%, 8, 3%
O=C(Nc1nc2c(s1)COc1ccccc1-2)c1cccs1
  0, 0, -18, 2%, 12%, -1%, -1%, ?, 1, 1%
NC(=O)c1cc[n+](Cc2ccccc2Cl)cc1
  -3, 0, 8, -13%, 6%, 2%, -8%, 1%, 1, -2%
CC(NC(=O)c1ccc(CS(=O)(=O)c2ccc(Cl)cc2)o1)c1ccc2c(c1)OCCO2 (stereo not drawn)
  -4, 1, -12, -3%, 1%, 0%, -7%, ?, 13, 0%
Cc1cc2c3c(c1C)C1(C(=O)N3C(C)(C)CC2C)C(C#N)=C(N)OC2=C1C(=O)CC(C)(C)C2 (stereo not drawn)
  12, 6, 6, -6%[11.5 µM], 0%, 9%, -3%, 8%, -8, 3%
Cc1ccccc1NC(=O)c1cn(-c2ccccc2)nc1-c1ccccc1
  -1, -3, 6, 3%, 8%, 3%, 2%[46.1 µM], ?, -16, 0%
O=c1c(C(c2ccccc2)c2c(O)sc3ccccc3c2=O)c(O)sc2ccccc12
  -11, 10, ?, 1%, -29%, 1%, -2%, 0%, 2, ?
CCC(C)[C@H](NC(=O)C1CCN(C(=O)[C@H](Cc2ccccc2)NC(=O)OC(C)(C)C)CC1)C(=O)O (stereo partly drawn)
  1, -2, 18, 34%, ?, -14%, 0%, ?, 4, .
CC1CCC(NC(=O)C2CCC(CNS(=O)(=O)c3cccc4nsnc34)CC2)CC1 (stereo not drawn)
  -4, -7, -5, 0%, 7%, -3%, 4%, -6%, -13, 2%
CCOC(=O)c1ccc(NC(=O)NCCc2cnc[nH]2)cc1
  -8, -2, -1, 0%, -4%, -2%, 3%, 8%, -12, 2%
CCCCNC(=O)CNC(=S)N(Cc1ccccc1F)C1CCCCC1
  29, 6, -2, -3%, -3%, -6%, 4%, 3%, -4, 5%
CCc1cc(CNC(=O)C2CCC(=O)N(Cc3cccc(F)c3)C2)on1 (stereo not drawn)
  -12, ., -2, 7%, -6%, -5%, -2%, -1%, 4, 6%
COc1ccc(CC(=O)Nc2ccc(C(=O)Nc3ccccc3C(=O)O)cc2)cc1OC
  -8, 13, 3, 3%, 7%, 0%, 0%[46.1 µM], ?, -19, 0%
O=C(Nc1cccc2ccccc12)c1ccc([N+](=O)[O-])o1
  4, -3, 4, 2%, 0%, -4%, ., ?, -98*, 3%
CC(C)CC(NC(=O)C1CCC(C)CC1)C(=O)N1CCN(c2ccccn2)CC1 (stereo not drawn)
  3, 0, -20, -6%, 6%, 0%, 5%, -3%, 3, 1%
COc1cc(CNCCc2ccccc2)cc(Br)c1OCC(=O)Nc1ccccc1C
  ., -2, 3, -4%, 7%, -5%, -3%, 1%, -14, -1%
COc1ccc(NC(=O)CNC(=O)N2CC(=O)Nc3ccccc32)cc1OC
  -1, -1, -11, 3%, 14%, 0%, 0%, 6%, 6, 1%
COc1ccc(S(=O)(=O)Cc2ccc(C(=O)NC3CC3)o2)cc1
  -1, 4, -2, 6%, -3%, 6%, -5%, -2%, 13, 1%
CCN1CCN(c2ccc(NC(=O)c3cccnc3)cc2Cl)CC1
  0, 2, 9, -6%, 5%, -6%, ., -2%, -23, 5%
Cc1cc(/C=C2\SC(N)=NC2=O)c(C)n1-c1ccccc1
  3, 0, -1, 0%, 29%, -3%, -3%, -16%, -13, -2%
Cc1ccc(C(C(=O)NC2CCCCC2)N(C(=O)c2csnn2)c2ccccc2F)o1 (stereo not drawn)
  -7, 2, 14, 3%, 0%, 0%, -1%, -11%, 4, 9%
Cc1cccn2c(=O)c(C(=O)NCCCN3CC(C)CC(C)C3)c(O)nc12 (stereo not drawn)
  -6, ., -3, 1%, ., -1%, 0%, -10%, -8, .
O=C(CN(Cc1ccccc1)S(=O)(=O)c1ccc(F)cc1)NCc1cccnc1
  14, -7, -6, 0%, 2%, 0%, -4%, 3%, 2, -3%
Cc1cccc(OCC(=O)Nc2cc(S(=O)(=O)N3CCCCC3)ccc2N2CCN(C)CC2)c1
  33, 0, 9, 2%, 0%, -1%, 3%, 5%, 17, -2%
NS(=O)(=O)c1ccc(NC(=O)c2ccc(COc3ccccc3)o2)cc1
  -11, 1, 6, -13%, 7%, -2%, -5%, -2%, -15, 2%
OCC1(Cc2ccccc2)CCN(C2CCN(c3ccccc3F)CC2)CC1
  19, 2, 24, -1%, -3%, -2%, 5%, 0%, 13, 2%
CC(/C=C/c1ccc(O)cc1)=N/O
  2, 0, 32, 4%, 1%, -12%, 10%[46.1 µM], ?, 12, 1%
